Screening results (PubChem BioAssay)
D2 antagonist – HTS Assay for Allosteric Antagonists of the Human D2 Dopamine Receptor: Primary Screen for Antagonists; D(2) dopamine receptor (Homo sapiens), P14416; inhibition, % at 10 µM; actives 2% (n = 340,000); HEK293 TREx D2 cells, calcium flux, dopamine EC80; AID 485344, 2010; in the data active = inhibition above about 30%; also: 0% is about no effect
Target sequence (P14416 whole entry, looked up): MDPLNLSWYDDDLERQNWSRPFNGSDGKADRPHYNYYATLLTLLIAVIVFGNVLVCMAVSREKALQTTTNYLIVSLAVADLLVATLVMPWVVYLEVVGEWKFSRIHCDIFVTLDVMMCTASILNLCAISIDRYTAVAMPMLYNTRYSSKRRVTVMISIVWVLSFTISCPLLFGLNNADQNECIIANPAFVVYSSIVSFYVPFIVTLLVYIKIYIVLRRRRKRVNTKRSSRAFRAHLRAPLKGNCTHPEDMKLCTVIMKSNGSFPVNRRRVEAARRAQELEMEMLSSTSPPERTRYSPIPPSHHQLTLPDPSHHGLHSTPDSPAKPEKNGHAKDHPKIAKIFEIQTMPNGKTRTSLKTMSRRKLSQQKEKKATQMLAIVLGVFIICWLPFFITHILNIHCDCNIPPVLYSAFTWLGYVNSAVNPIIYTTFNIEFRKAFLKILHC
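Dopamine at EC80 is the agonist stimulus; test compounds precede it by 180 s. Calcium flux read kinetically in a force-coupled, inducible HEK293 T-REx D2 cell line.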
D1 antag – Antagonist of Human D 1 Dopamine Receptor: qHTS; HEK293 TREx D1 cells, calcium flux, dopamine EC80; active compounds read low; actives 3.2% (n = 360,000); activity change, negative = inhibition, % at 10 µM; D(1A) dopamine receptor (Homo sapiens), P21728; in the data active = activity change below about -30%; also: % is scaled to controls: 0 for no effect and ±100 for the full control effect
Target sequence (P21728 whole entry, looked up): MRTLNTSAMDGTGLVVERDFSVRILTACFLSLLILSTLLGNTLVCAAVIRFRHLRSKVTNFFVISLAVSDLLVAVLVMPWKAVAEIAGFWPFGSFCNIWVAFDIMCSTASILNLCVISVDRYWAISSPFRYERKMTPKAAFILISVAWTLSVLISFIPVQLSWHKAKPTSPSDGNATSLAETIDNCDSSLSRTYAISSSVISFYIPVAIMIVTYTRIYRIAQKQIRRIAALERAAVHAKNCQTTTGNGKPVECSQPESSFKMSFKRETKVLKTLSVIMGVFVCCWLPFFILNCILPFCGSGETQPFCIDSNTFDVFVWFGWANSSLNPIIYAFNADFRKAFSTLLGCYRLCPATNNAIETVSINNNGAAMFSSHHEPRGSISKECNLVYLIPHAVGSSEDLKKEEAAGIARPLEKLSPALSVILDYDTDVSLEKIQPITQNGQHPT
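Antagonism measured as reduced calcium response to an EC80 dopamine addition following 180 s compound pre-read; cells were inducible HEK293 Trex D1 plated overnight at 30 C, read kinetically at 1 cycle/sec.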
TRHR PAM – qHTS for Small Molecule Agonists and Allosteric Enhancers of Human TRH Receptor: Primary Screen for Enhancers; Thyrotropin-releasing hormone receptor (Homo sapiens), P34981; TRHR cells, fluo-8 calcium fluorescence, EC20 TRH enhancement; enhancement, % at 2 µM; actives 0.66% (n = 360,000); in the data active = enhancement above about 30%; also: 0% is about no effect
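Enhancer read-out: after compound pinning and an initial kinetic agonist-mode read, an EC20 of TRH (10 nM final) was injected and fluo-8 calcium signal (Ex 480/Em 530) followed at 1 s/cycle for 100 cycles in TRHR-expressing cells.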
RXFP1 antag – qHTS Assay for Antagonists of the Relaxin Receptor RXFP1. HEK293-RXFP1, relaxin-stimulated cAMP HTRF, 30 min; active compounds read low. Relaxin receptor 1 (Homo sapiens), Q9HBX9. actives 0.59% (n = 350,000). activity change, negative = inhibition, % at 57.5 µM;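 active = activity change of -60% or lower, but not beyond a set lower limit; inconclusive = change between -60% and -40%, or beyond the set limit; inactive = change above -40%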; also: % is scaled to controls: 0 for no effect and ±100 for the full control effect
D1 agonist – Allosteric Agonists of the Human D1 Dopamine Receptor: qHTS; HEK293 T-REx D1 cells, calcium flux, agonist mode; activation, % at 2 µM; actives 1% (n = 360,000); AID 504660, 2011; also: 0% is about no effect
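Agonism was scored from calcium flux recorded over 180 s (1 read/s) after pintool compound addition, following a 10-cycle baseline. Cells were inducible force-coupled HEK293 TREx D1, plated overnight at 30 C and loaded with no-wash calcium dye.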
D1 PAM – Potentiators of Human D1 Dopamine Receptor: qHTS; D(1A) dopamine receptor (Homo sapiens), P21728; HEK293 TREx D1 cells, calcium flux, dopamine EC20 potentiation; potentiation, % at 10 µM; actives 0.036% (n = 360,000); in the data active = potentiation above about 30%; also: 0% is about no effect
D2 ag – HTS Assay for Allosteric Agonists of the Human D2 Dopamine Receptor: Primary Screen for Agonists. HEK293 T-REx D2 cells, calcium flux agonist mode. actives 0.53% (n = 340,000). AID 485358, 2010. activation, % at 2 µM;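 active = activation over 3 SD above normal in the single-dose calcium agonist read, cut at about 30% in these data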; also: 0% is about no effect
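Agonism is scored from calcium flux in a force-coupled, inducible HEK293 cell line expressing D2, read kinetically for 180 s after compound addition against dopamine controls.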
D2 PAM – HTS Assay for Positive Allosteric Modulators of the Human D2 Dopamine Receptor: Primary Screen for Potentiators | potentiation, % at 10 µM | actives 0.34% (n = 340,000) | D(2) dopamine receptor (Homo sapiens), P14416 | AID 485347, 2010 | HEK293 T-REx D2, calcium flux, EC20 dopamine potentiation;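 active = potentiation over 3 SD above the plate norm, cut at about 30% in these data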; also: 0% is about no effect
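Calcium flux readout, no-wash dye, 1 read/s. Inducible HEK293 Trex D2 line, overnight 30 C. Compound alone 180 s (agonist flags), then EC20 dopamine, another 180 s to score potentiation.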
TRHR agonist – qHTS for Small Molecule Agonists and Allosteric Enhancers of Human TRH Receptor: Primary Screen for Agonists; actives 0.18% (n = 360,000); activation, % at 2 µM; TRHR cells, calcium flux fluo-8, FDSS agonist mode; AID 493084, 2011; also: 0% is about no effect
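TRHR-expressing cells, plated overnight in medium with 10% serum, were loaded with fluo-8 calcium dye at room temperature. After a 10 s baseline, library compound was pin-added and calcium release was recorded kinetically (ex 480/em 530) as agonist response.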
* marks the source's active call; other numbers are inactive results; ? = inconclusive; nt = not tested or not shown; & = joins results of further samples. Rule as the data show it, unless noted: active = activation above about 30%; inactive = the rest.

SMILES | D2 antagonist | D1 antag | TRHR PAM | RXFP1 antag | D1 agonist | D1 PAM | D2 ag | D2 PAM | TRHR agonist
CCN(CC)CCCNC(=O)c1cc(-c2cccc(Cl)c2)on1 | 0 | -7 | -6 | 7 | 3 | 1 | 0.8 | -10 | 0.2
Cc1ccc(Cl)cc1NC(=O)CSc1nc(C)c(C)c(C)c1C#N | nt | -12 | -1 | nt | 0 | 5 | -0.5 | 4 | -0.5
N#CCSc1nc2ccccc2c(=O)n1CCC(=O)NCCc1ccccc1 | -3 | -1 | -7 | -4 | 0 | -12 | -1.2 | 17 | -0.2
CC(NC(=O)C(c1ccccc1)c1ccccc1)c1ccc(S(N)(=O)=O)cc1 (stereo not drawn) | 18 | -11 | -12 | -1 | 5 | 2 | 0.3 | 5 | 0.2
CC(C)(C)CC(=O)O/N=C(\N)c1ccccn1 | -19 | 10 | 0 | 22 | 2 | -3 | -1.1 | 4 | -1.5
CC(C)c1nc(SCC(=O)N2CCOCC2)c2c(=O)n(C)c(=O)n(C)c2n1 | 11 | 3 | 0 | 14 | 2 | -1 | -0.1 | -10 | 0.3
Cc1c(NS(=O)(=O)c2cc(C(=O)NCCN(C)C)ccc2Cl)c(=O)n(-c2ccccc2)n1C | 3 | 7 | 1 | -2 | -1 | 2 | -0.2 | 14 | 0.2
Cc1cccc(NC(=S)N2CCN(C(=O)c3ccco3)CC2)c1 | 6 | -6 | 1 | 6 | 1 | 0 | -1.3 | 16 | -0.2
O=C(NNC(=O)c1ccc(Cl)c([N+](=O)[O-])c1)c1ccncc1 | -6 | 8 | 1 | 2 | 0 | -4 | 1.2 | 11 | 0.8
Cc1ccccc1CNC(=O)Cc1ccc(NC(=O)N2CCCCc3ccccc32)cc1 | nt | -3 | 0 | nt | 3 | -3 | 0.8 | 10 | 0.2
COc1cccc(Cn2c(-c3nonc3N)nc3ccccc32)c1 | 5 | -5 | -1 | -1 | 5 | -2 | -1.5 | -9 | 2.0
Cc1c(C(=O)N2CCC(n3nccc3NC(=O)C3CC3)CC2)[nH]c2ccc(Cl)cc12 | 7 | 11 | 2 | ? | 1 | -4 | 0.5 | 3 | -0.6
CCOc1ccc(-c2csc(NC(=O)c3ccco3)n2)cc1 | 0 | 0 | 1 | -17 | 4 | 0 | -0.7 | 10 | -0.2
Cc1ccc(CN2CCC(CNC(=O)Nc3ccccc3F)CC2)cc1 | nt | -4&9 | -3&-3 | 3 | 9&5 | -3&-1 | nt | -12 | 0.8&2.0
CC1CN(C(=O)Nc2ccc3snnc3c2)c2ccccc21 (stereo not drawn) | -22 | -63* | -1 | nt | 4 | -7 | -0.7 | 0 | 0.7
COc1ccccc1NC(=O)c1ccccc1NS(C)(=O)=O | 9 | -2 | 1 | 0 | 1 | -5 | 0.3 | 2 | 0.5
COc1ccc(C(CC(=O)N2CCN(c3ccccc3)CC2)c2c(OC)cc(OC)c3ccc(=O)oc23)cc1 (stereo not drawn) | -4 | -12 | -3 | nt | 4 | -4 | 0.2 | 22 | -0.1
COCCCNC(=S)NNC(=S)Nc1cccc(Cl)c1 | -19 | -14 | 1 | 4 | 2 | -1 | 0.2 | 0 | 0.1
C=C1SC(=Nc2c(C)cc(C)cc2C)N(C(=O)c2sc3ccccc3c2Cl)C12CCCCC2 | -15 | 24 | 17 | 8 | 0 | 5 | 0.6 | -5 | 0.7
O=S(=O)(Nc1cccc(-c2nc3cccnc3s2)c1)c1ccc2c(c1)OCCO2 | nt | -9 | 4 | -16 | -1 | -1 | nt | nt | -0.2

D1 antag: what is marked active above.
compound,D2 antagonist,D1 antag,TRHR PAM,RXFP1 antag,D1 agonist,D1 PAM,D2 PAM,TRHR agonist
CC1CN(C(=O)Nc2ccc3snnc3c2)c2ccccc21 (stereo not drawn),-22,-63*,-1,nt,4,-7,0,0.7

Additional structures:
SMILES | D2 antagonist | D1 antag | TRHR PAM | RXFP1 antag | D1 agonist | D1 PAM | D2 ag | D2 PAM | TRHR agonist
COc1ccc(NC2CCCN(C(=O)c3ccncc3)C2)cc1 (stereo not drawn) | 7 | 0 | 7 | 15 | 4 | -3 | -0.1 | 19 | -0.2
COc1ccc(C2=C(C)C(N3CCC(C(=O)Nc4ccccc4F)CC3)=NS2(=O)=O)cc1 | nt | -8 | -3 | ? | 3 | -5 | -1.7 | 11 | -0.2
O=C(CCC(NC(=O)OCc1ccccc1)C(=O)O)OCc1ccccc1 (stereo not drawn) | -34 | 7 | -3 | -8 | 0 | 4 | 0.2 | 6 | -0.4
COc1ccc(CC(=O)NCC(C)(C)N2CCOCC2)cc1 | -1 | -18 | -1 | 3 | 6 | -6 | 0.3 | -8 | 1.0
N#C/C(=C\c1c(N2CCC(C(N)=O)CC2)nc2ccccn2c1=O)C(=O)NCc1ccco1 | 4 | 8 | 2 | 1 | 1 | 10 | 0.3 | -2 | 1.7
Cc1cccc(/C(N)=N/OC(=O)Cc2cccc3ccccc23)c1 | 7 | 3 | -5 | 2 | 9 | 3 | 0.2 | 6 | 0.6
COCCC(=O)NC1CCCc2c1cnn2-c1cccc(C)c1C (stereo not drawn) | 2 | -10 | 11 | -4 | 4 | 1 | -0.6 | 4 | 0.7
COc1ccc(C2(c3ccc(OC)cc3)NC(=O)N(CC(=O)N(C)C3CCC(C)CC3)C2=O)cc1 (stereo not drawn) | 18 | 13 | 1 | -2 | 7 | 1 | -0.1 | -3 | 1.6
Cc1cccc(NC(=O)CSc2nnc(NC(=O)CN3CCOCC3)s2)c1 | -3 | 6 | -3 | 1 | 2 | -4 | 0.2 | 2 | 0.2
COc1cccc(C(=O)NCCc2csc(-c3ccc(Cl)cc3)n2)c1 | nt | -21 | -2 | -30 | 8 | -1 | -0.2 | -1 | -0.4
COc1ccc(NC(=O)C(=O)NNC(=O)c2ccc(Cl)cc2Cl)cc1 | -7 | -5 | -1 | -6 | 5 | -1 | 0.7 | 4 | 0.6
CCc1noc(C)c1C(=O)OCC(=O)NC(=O)c1ccccc1OC | nt | 2 | 2 | 7 | 0 | 2 | nt | nt | 0.1
CCC1(c2ccc(Cl)cc2)NC(=S)N(c2ccc(C)cc2)N1 (stereo not drawn) | 15 | -7 | -2 | 0 | 3 | -5 | -0.8 | -4 | 0.5
Cc1cccc(C2(c3cccc(C)c3)OC(=O)c3ccccc32)c1 | 9 | -1 | -10 | -14 | 8 | 3 | -0.3 | 5 | -0.3
COc1cc(C(=O)NC(C)c2cccc3ccccc23)cc(OC)c1OC (stereo not drawn) | -19 | -8 | 7 | 1 | 4 | -7 | -1.3 | -7 | -0.6
COc1ccc(Cl)cc1NC(=O)CN(C)C(=O)Cc1ccsc1 | 5 | 10 | -1 | -6 | 0 | -8 | 0.2 | -1 | 0.2
Cc1cnc(NC(=O)c2ccc3c(c2)C(=O)N(Cc2cccnc2)C3=O)s1 | 2 | -33* | -1 | -12 | 2 | -2 | 0.5 | 0 | 0.1
Cc1ccc(Cl)cc1NC(=O)C(NS(=O)(=O)c1cccc2nsnc12)c1ccccc1 (stereo not drawn) | nt | 13 | -11 | -12 | -1 | 4 | -0.9 | 6 | -0.9
CC(C)(NC(=O)NC(CO)c1ccccc1)c1cccc(C(C)(C)NC(=O)NC(CO)c2ccccc2)c1 (stereo not drawn) | -3 | 13 | -2 | nt | 0 | -8 | 0.8 | -3 | -0.6
Nc1c(-c2nc(-c3cccs3)no2)nnn1-c1ccc(Cl)cc1 | nt | -3 | 4 | 0 | 1 | -6 | 1.3 | -3 | 0.6
CC(Sc1nnc(NC2CC2)s1)C(=O)Nc1ccc(N2CCOCC2)cc1 (stereo not drawn) | 13 | 11 | -3 | -9 | 5 | -3 | -0.3 | -9 | 0.0
Cn1nnnc1SCC(=O)Nc1cc(C(F)(F)F)ccc1N1CCOCC1 | 7 | -3 | 1 | 0 | 1 | -6 | 1.8 | 3 | -0.3
COc1ccc(C(=O)NCCc2nnc3ccc(SCC(=O)N4CCCC4)nn23)cc1 | nt | -17 | 4 | 6 | 4 | -6 | nt | nt | 0.1
O=C(NCC1CCCO1)c1cc(-c2ccc(Cl)cc2Cl)on1 (stereo not drawn) | -4 | 11 | 6 | -4 | 4 | -9 | -0.4 | 7 | -1.3
COc1ccc(N2CCN(C(=O)c3c(C)nn(-c4ccc(F)cc4)c3-n3cccc3)CC2)cc1 | nt | 18 | 0 | nt | 0 | -1 | -0.6 | 5 | -0.5
CCN1CC=C2C(C#N)=C(N)C(C#N)(C#N)C(CCc3ccccc3)C2C1 (stereo not drawn) | -4 | -10 | 1 | 14 | 22 | -9 | 6.0 | -17 | 10
Cc1ccc(CCNC(=O)c2sc3nc4n(c(=O)c3c2C)CCC4)cc1 | -10 | -20 | 2 | -4 | 1 | -1 | -0.4 | 1 | -1.0
O=C(CNC(=O)c1cn2ccccc2n1)Nc1ccc(F)c(F)c1 | 10 | 8 | 6 | -2 | 1 | 4 | -0.2 | -6 | 0.2
COc1ccccc1NC(=O)N1CCCC1C(=O)NCc1ccc(F)cc1 (stereo not drawn) | 5 | 4 | 5 | -5 | 0 | -4 | 0.2 | 4 | -0.3
COc1ccc(CNC(=O)c2ccc3c(c2)nc2n3CCOC2)c(OC)c1 | nt | 1 | 0 | -10 | -1 | 4 | 0.0 | 10 | 0.1
COc1ccc(OC)c(N=c2oc3c(OC)cccc3cc2C(=O)NCc2ccco2)c1 | -2 | 7 | 2 | -15 | 2 | -1 | 0.4 | 1 | 0.2
CC(=O)c1ccc(S(=O)(=O)Nc2cccc(-c3ccc4nncn4n3)c2)cc1 | 8 | -37* | 3 | 4 | 0 | -2 | 0.3 | 0 | 0.1
CC1CCCN(CCCNC(=O)CN2C(=O)CSc3ccc(S(=O)(=O)N4CCOCC4)cc32)C1 (stereo not drawn) | 3 | -9&-14 | 1&-1 | 0&-6 | 2&-3 | -3&-4 | 0.2&-1.3 | -9&-16 | 0.3&-0.1

Three of the compounds above, tab-delimited.
Compound	D2 antagonist	D1 antag	TRHR PAM	RXFP1 antag	D1 agonist	D1 PAM	D2 ag	D2 PAM	TRHR agonist
COc1cc(C(=O)NC(C)c2cccc3ccccc23)cc(OC)c1OC (stereo not drawn)	-19	-8	7	1	4	-7	-1.3	-7	-0.6
COc1ccc(Cl)cc1NC(=O)CN(C)C(=O)Cc1ccsc1	5	10	-1	-6	0	-8	0.2	-1	0.2
Cc1cnc(NC(=O)c2ccc3c(c2)C(=O)N(Cc2cccnc2)C3=O)s1	2	-33*	-1	-12	2	-2	0.5	0	0.1
